# From PubChem BioAssay
# TNAP inh noacc: human TNAP enzyme inhibitors, primary screen, biochemical, luminescent, no phosphate acceptor, uHTS | AID 1012, 2008 | 200,000 compounds, 0.26% hits | Alkaline phosphatase, tissue-nonspecific isozyme (Homo sapiens), P05186 | purified TNAP, CDP-star luminescence, 30 min | inhibition, % at 20 µM;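 active = tissue-nonspecific alkaline phosphatase inhibition above about 50% at 20 µM in the single-dose screen, limit read from the data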;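 also: 0% = DMSO negative control and 100% = EDTA positive control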
# Target sequence (P05186 whole entry, looked up): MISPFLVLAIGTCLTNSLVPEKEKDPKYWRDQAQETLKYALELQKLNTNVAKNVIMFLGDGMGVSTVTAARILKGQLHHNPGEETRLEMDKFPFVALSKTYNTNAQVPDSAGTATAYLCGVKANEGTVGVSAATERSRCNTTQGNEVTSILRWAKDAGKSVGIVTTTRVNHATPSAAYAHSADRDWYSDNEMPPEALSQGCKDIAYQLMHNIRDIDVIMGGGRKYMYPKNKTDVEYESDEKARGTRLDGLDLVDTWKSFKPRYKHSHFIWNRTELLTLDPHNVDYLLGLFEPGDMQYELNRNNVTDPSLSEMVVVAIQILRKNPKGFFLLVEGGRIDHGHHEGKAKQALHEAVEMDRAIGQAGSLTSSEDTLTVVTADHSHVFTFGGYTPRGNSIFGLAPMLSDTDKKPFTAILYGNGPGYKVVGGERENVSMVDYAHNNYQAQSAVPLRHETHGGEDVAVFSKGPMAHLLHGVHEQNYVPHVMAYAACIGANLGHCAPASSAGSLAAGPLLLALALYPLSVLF
# TNAP inh hiacc: human TNAP enzyme inhibitors, primary screen, biochemical, luminescent, high phosphate acceptor level, uHTS. Alkaline phosphatase, tissue-nonspecific isozyme (Homo sapiens), P05186. purified TNAP, CDP-star luminescence, 1 M DEA. inhibition, % at 20 µM. 200,000 compounds, 0.03% hits. AID 1135, 2008;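 active = over 50% inhibition of tissue-nonspecific alkaline phosphatase at 20 µM in the single-dose screen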;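 also: plate controls were DMSO wells for no effect and EDTA-quenched wells as full inhibition for full effect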
# HMGR II inh: inhibitors of E. faecalis class II HMGR, primary screen, biochemical, Enterococcus faecalis; HMG-CoA reductase (Enterococcus faecalis, mvaE); purified E. faecalis HMGR, NADPH absorbance 340 nm kinetic; inhibition, % at 10 µM; 190,000 compounds, 0.41% hits;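 active = inhibition above a set limit, the median over all tested compounds plus 3 SD, cut at about 9.5% in these data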;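 also: enzyme runs in reverse so mevalonate oxidation gives rising NADPH absorbance; 0% = complete reaction with DMSO and 100% = background rate lacking mevalonate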
# Redox H2O2 prof: compounds producing H2O2 with reducing agent – biochemical, NIH compound library profiling, artefact control for MLSCN library redox annotation, primary screen; AID 878, 2007; DTT-dependent redox cycling H2O2, phenol red/HRP absorbance; 100% = 100 µM peroxide control, 0% = buffer; activation, % at 10 µM; 200,000 compounds, 0.03% hits;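 active = activation of at least 50% relative to the plate's high and low controls in the primary single-dose screen; inactive = activation below 50%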;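 also: compound incubated with DTT at 0.8 mM final as the reducing agent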
# S1P3 antag: S1P3 receptor antagonists, primary screen, cell-based; Sphingosine 1-phosphate receptor 3 (Homo sapiens), Q99500; CHO S1P3 NFAT-BLA reporter, FRET fluorescence, antagonist mode; inhibition, % at 4.98 µM; 170,000 compounds, 0.27% hits;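 active = inhibition above the plate cutoff, the mean inhibition of test wells on that plate plus 3 SD, cut at about 28% in these data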;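 also: cells challenged with S1P at its EC80 of 0.8 µM; blue over green emission ratio from cleaved BLA substrate after 4 h stimulation; 0% = S1P-stimulated wells and 100% = unstimulated DMSO-only wells; some compounds past the cut are filed as inactive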
# RAM inhibit: inhibitors of the yeast RAM network, primary screen, dse1pr::URA3 reporter, 5-FOA selection; S. cerevisiae dse1pr::URA3 reporter, 5-FOA growth OD615, 2 d; analog-sensitive cbk1-as2 kinase mutant strain; 190,000 compounds, 1.8% hits; inhibition, % at 50 µM;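 active = inhibition above a set limit, 3 SD over mean compound inhibition, cut at about 8.4% in these data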;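 also: 0% = DMSO-only wells with no growth and 100% = 10 µM 1-NA-PP1 full growth; inhibition rescues growth on 5-FOA so higher OD means more RAM inhibition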
# PMI act hi M6P: human PMI activators, high substrate, primary screen, biochemical, fluorescence intensity, near-saturating mannose 6-phosphate; activation factor at 20 µM; 190,000 compounds, 0.34% hits; Mannose-6-phosphate isomerase (Homo sapiens), P34949; AID 1216, 2008; coupled PMI enzyme assay, resazurin fluorescence, 20 min; hits give high values; 1 = untreated enzyme, 0 = substrate-free blank;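 active = activation factor of 2 or more at 20 µM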
# Target sequence (P34949 whole entry, looked up): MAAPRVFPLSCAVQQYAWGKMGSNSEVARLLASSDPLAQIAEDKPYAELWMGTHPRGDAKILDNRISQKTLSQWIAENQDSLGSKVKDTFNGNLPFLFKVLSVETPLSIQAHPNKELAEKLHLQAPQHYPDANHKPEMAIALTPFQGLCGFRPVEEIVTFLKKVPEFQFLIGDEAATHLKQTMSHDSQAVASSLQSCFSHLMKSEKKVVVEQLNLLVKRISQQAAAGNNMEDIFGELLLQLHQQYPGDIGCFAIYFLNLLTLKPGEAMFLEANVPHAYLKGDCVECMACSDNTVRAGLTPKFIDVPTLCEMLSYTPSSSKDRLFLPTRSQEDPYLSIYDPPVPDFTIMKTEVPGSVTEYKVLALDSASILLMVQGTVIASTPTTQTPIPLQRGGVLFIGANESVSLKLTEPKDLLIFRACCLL
#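 Material: human phosphomannose isomerase with PGI, G6PDH, diaphorase coupling enzymes / Reagent: Man-6-P substrate 1.0 mM / Dosing: single compound dose of 20 µM, 1% DMSO final / Incubation: enzyme reaction with compound 20 min at room temperature / Signal: resorufin fluorescence (Ex 544/Em 590 nm) from resazurin via diaphorase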
# PMI activator: activators of human PMI, primary screen, biochemical, fluorescence intensity, near-Km mannose 6-phosphate; AID 1214, 2008; 190,000 compounds, 0.005% hits; Mannose-6-phosphate isomerase (Homo sapiens), P34949; activation factor at 20 µM; purified human PMI, coupled resazurin fluorescence, 20 min; hits give high values; 1 = vehicle control, 0 substrate-free wells;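 active = activation factor of 2 or more at 20 µM, relative to plate controls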
# L major viab: Leishmania major promastigote growth inhibition, primary screen; 200,000 compounds, 9% hits; inhibition, % at 10 µM; Leishmania major promastigotes, resazurin fluorescence viability; in the data active = inhibition above about 50%;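 also: promastigotes grown with compound for 44 hours at 28 °C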
# Hsp70 activator: Hsp70 transcriptional activators, primary screen, cell-based, HeLa, Hsp70 promoter luciferase, luminescence, 10 µM; HeLa Hsp70 promoter luciferase reporter; scaled: vehicle 0, proteasome-inhibitor control 100%; activation, % at 10 µM; 200,000 compounds, 0.04% hits; AID 1203, 2008;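 active = activation above the mean across all tested compounds plus 3 SD, cutoff set per campaign, cut at about 5.5% in these data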;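 also: 100% = MG132 at 30 µM as the positive control and 0% = DMSO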
# * marks the source's active call; other numbers are inactive results; · = no result given. Rows are unselected. About 12% of those tested had a hit in this group.
SMILES,TNAP inh noacc,TNAP inh hiacc,HMGR II inh,Redox H2O2 prof,S1P3 antag,RAM inhibit,PMI act hi M6P,PMI activator,L major viab,Hsp70 activator
CN1CCN(c2ccc(-c3ccnn3C(=O)Nc3cccc(C(F)(F)F)c3)cc2)CC1,-18.8,-5.7,-4.9,-0.4,-13.9,-0.1,0.9,0.8,3.2,0.5
O=C(Nc1cccnc1)c1ccc(CSc2ccccc2)cc1,1.1,5.1,-0.4,0.8,5.6,0.5,1.1,1,1.4,0.0
CCCOC(=O)C1[C@H]2C(=O)N(CC3CCCO3)C[C@]23C=C[C@H]1O3 (stereo partly specified),-12.2,-10.1,-3.3,-0.9,-11.9,0.3,1,1,-2.2,0.2
COc1ccc(NC(=O)C2CCCN2C(=O)Nc2cccc(F)c2)cc1 (stereo unspecified),-4.2,-3.2,-1.7,-0.6,-0.7,0.0,1.1,1,-0.2,-0.1
COc1ccc(CN(C(=O)c2oc3ccccc3c2C)C2CCS(=O)(=O)C2)cc1 (stereo unspecified),-9.0,-2.6,-4.3,3.2,-4.5,0.6,0.9,0.9,54.2*,-0.2
CCN1CCN(C(=O)CN(C)S(=O)(=O)c2ccc(Cl)cc2)CC1,-11.1,-3.2,-1.5,0.1,·,2.0,1.1,1.1,-1.1,-0.2
CCCNC(=O)C(NS(=O)(=O)c1ccc2c(c1)c(=O)n(C)c(=O)n2C)c1ccccc1 (stereo unspecified),-10.0,-7.6,-0.4,-0.9,·,3.9,0.9,1,-1.3,0.0
O=C(NC(c1ccccc1)c1ccccc1)c1cccc(S(=O)(=O)NCc2ccccc2)c1,-9.5,-5.9,-2.3,-0.1,17.6,8.6*,0.9,0.9,9.5,0.0
CN(C)c1ccc(-c2nnc(-c3cccs3)o2)cc1,-13.7,-2.9,-3.1,-0.3,-20.9,2.4,1.1,1,8.3,-0.2
CC(C)Oc1cccc(C(=O)C2CCCN(Cc3cnc(N4CCCC4)s3)C2)c1 (stereo unspecified),-4.2,-6.1,-5.2,0.0,-17.3,-0.1,0.9,0.9,36.8,-0.3
Cc1cccc2sc(NNC(=O)c3ccc4c(c3)OCCO4)nc12,-25.3,-1.0,1.6,0.3,-8.2,-0.6,1,1,-3.4,0.2
C/C(=C/C=N/Nc1nc(N2CCCCC2)nc(N2CCCCC2)n1)c1ccccc1,-2.3,-1.2,-4.1,-8.7,·,5.0,0.9,0.9,13.8,-0.4
C=CCn1c(C2CC(=O)N(c3ccc(C)cc3)C2)nc2ccccc21 (stereo unspecified),-13.3,-4.3,-0.8,1.4,·,0.1,1,1.1,-1.1,0.5
CC(C)(C)SCCNC(=O)COc1ccccc1,-8.7,0.0,-9.2,2.9,-2.1,0.5,0.9,0.8,-6.7,0.0
CCOC(=O)N1CCN(C(=O)CSc2nnc(-c3c[nH]c4ccccc34)n2CCOC)CC1,-10.0,-3.9,1.6,0.1,3.7,1.3,1,1,-1.8,-0.1
Cc1ccc2c(c1)[nH]c1c(=O)n(CCN3CCCCC3)cnc12,7.1,-5.7,-0.9,-4.0,7.7,-0.3,1,1,10.0,-0.1
CCOc1ccc(Br)cc1S(=O)(=O)N1CCC(C(=O)O)CC1,-12.8,-4.9,-1.4,-0.5,-6.7,2.7,1.1,1.1,-5.9,-0.2
O=c1nc2s/c(=C\c3ccco3)c(=O)n2nc1Cc1ccc(F)cc1,-1.9,-1.8,-3.4,2.8,-10.5,2.9,1.4,1.2,-12.0,-0.1
CCCCCC(=O)Nc1nc(C)c(-c2csc(Nc3cc(Cl)ccc3OC)n2)s1,-5.0,-4.0,-5.0,-9.6,·,2.4,0.8,0.6,62.0*,-0.4
Cc1onc(-c2c(F)cccc2Cl)c1C(=O)NCC1COc2ccccc2O1 (stereo unspecified),-12.8,-3.2,-2.5,1.6,12.6,0.6,0.9,1,12.0,-0.3
O=C(c1ccccc1Oc1nnnn1-c1ccccc1)N1CCOCC1,-7.0,-0.4,4.6,2.3,-9.0,-1.1,1,0.9,-4.7,-0.2
Cc1ccc(Cn2nnc3c(=O)n(CC(=O)OCc4ccccc4)cnc32)cc1,-7.6,-3.2,-7.9,1.3,-15.3,1.1,1,1.1,-0.1,0.2
Cc1cc(C)nc(Sc2ncnc3sc4c(c23)CCC4)n1,-6.4,0.6,-3.3,0.3,·,0.2,1,1,45.9,0.1
O=C(Cn1nc(-c2ccc(Cl)cc2)ccc1=O)NCC1CCCO1 (stereo unspecified),-16.4,-7.9,-1.1,-1.7,-7.6,0.1,1,1,-9.8,-0.2
COc1cc(C(=O)Nc2nc3ccc4nc(C)sc4c3s2)cc(OC)c1OC,-12.6,-6.4,0.1,1.5,·,2.0,1.1,1,-5.2,-0.2
SMILES,TNAP inh noacc,TNAP inh hiacc,HMGR II inh,Redox H2O2 prof,S1P3 antag,RAM inhibit,PMI act hi M6P,PMI activator,L major viab,Hsp70 activator
Nc1ccc(OCc2ccccc2)cc1,-6.0,-2.4,1.0,-0.6,-20.3,4.8,0.8,0.9,1.0,-0.2
C/C(=N/NC(=O)CNC(=O)c1ccccn1)c1cccc([N+](=O)[O-])c1,-12.0,-4.4,-6.5,-1.1,-1.5,0.3,1.1,1,-4.2,0.0
CCN(CC)c1ccc(C(=O)c2cnc(/N=C/N(C)C)s2)cc1,5.7,10.9,1.2,-0.2,3.9,-0.3,1,1,1.0,-0.2
CCN(CC)C(=O)CC(c1ccc(F)cc1)c1ccc(OC(C)C)cc1 (stereo unspecified),-12.4,-4.2,1.0,0.7,-0.8,1.5,0.9,0.9,20.8,-0.3
CCOC(=O)c1[nH]c2ccc(Br)cc2c1NC(=O)CCN1CCC(C(=O)OCC)CC1,-11.6,-4.5,-0.7,0.8,·,-0.3,0.9,0.9,5.3,0.0
COc1ccc(NC(=S)NCCc2c[nH]c3ccccc23)cc1,0.7,-2.9,-5.5,0.4,-2.7,0.1,1,1,11.8,-0.3
COC(=O)c1sc(-c2ccccc2)cc1NC(=O)c1ccc(F)cc1,1.7,4.1,2.2,0.5,-0.8,2.8,0.9,0.8,-5.4,-0.5
CCN(CC)S(=O)(=O)c1ccc(N2CCCC2)c(NS(=O)(=O)c2ccc(OC)cc2)c1,-8.7,-5.3,-0.8,-0.1,-0.1,5.2,1,1,19.8,-0.2
Cc1cc(CCCCCCCCc2cc(C)cc(=O)o2)oc(=O)c1,-11.3,3.1,2.7,0.2,0.8,3.5,0.9,0.8,-3.2,-0.5
COc1cc(C(=O)NCCC(C)C)c([N+](=O)[O-])cc1OC,-18.4,-6.6,-1.0,2.1,·,1.9,1,1,-6.2,-0.4
Cn1cccc1C(C(=O)NC1CCCCC1)N(C(=O)Cc1cccs1)c1ccc2c(c1)OCO2 (stereo unspecified),4.1,-5.2,-7.0,3.2,10.1,2.5,1.1,1,-1.9,-0.5
CCOc1ccccc1C(=O)Nc1cccc(-c2ccc3nncn3n2)c1,-1.6,3.8,-0.1,-0.3,-2.4,-0.5,1,0.9,15.8,0.3
Cc1ccc(C(=O)C(=S)N2CCOCC2)cc1,-15.1,-1.4,-0.4,0.0,-7.7,0.1,1,1,18.1,-0.3
CC(=O)Nc1cccc(-c2nnc(-c3ccccc3)o2)c1,-14.7,-3.7,-3.1,1.1,·,0.1,0.9,0.9,20.7,0.2
CC(NC(=O)c1cccs1)C(=O)NC1=NCCS1 (stereo unspecified),-5.7,3.3,-4.0,0.1,43.3,-0.5,0.8,0.8,1.6,-0.1
COc1cc2cc(CN(Cc3cccnc3)C(=O)Nc3ccccc3)c(=O)[nH]c2cc1OC,-4.7,-4.2,5.8,-0.6,2.8,0.4,1,1,7.0,-0.2
O=C(CSc1nnnn1Cc1ccccc1)NCCc1ccccc1,-12.4,-4.5,-0.9,-1.3,10.5,2.4,0.9,0.8,-9.9,-0.2
Cc1cccc(C(=O)NCC(=O)OCC(=O)N2CCCCC2)c1,3.5,0.4,-1.2,-1.6,-12.8,1.3,1,1.1,-11.9,0.1
CCOC(=O)C1=C(C)Nc2ncnn2C1c1ccc(N(C)C)cc1 (stereo unspecified),-9.9,-6.3,-10.7,-1.9,·,1.5,0.9,1,2.1,-0.1
O=C(CN1c2cccc3cccc(c23)S1(=O)=O)NCc1ccc2c(c1)OCO2,-11.5,-4.5,-4.7,1.5,-44.3,4.7,0.9,1,1.8,-0.2
CC(C)c1ccc(NC(=O)CN(Cc2ccccc2)S(C)(=O)=O)cc1,-8.5,-2.7,-2.8,1.1,·,0.4,1,0.9,-3.4,0.1
Cn1c(=O)c2c(nc(Br)n2CC(=O)C23CC4CC(CC(C4)C2)C3)n(C)c1=O,-13.9,-8.0,0.2,-2.4,-0.2,2.9,1,1.1,16.0,0.2
CCOC(=O)C(NC(=O)CC(C)C)(Nc1sc(C)c(CC)c1C#N)C(F)(F)F (stereo unspecified),-2.0,2.1,-2.8,-0.8,-1.2,1.9,1,1,11.6,-0.4
Cc1nnc2n(-c3ccccc3)c(=O)c3c4c(sc3n12)COC(C(C)C)C4 (stereo unspecified),-6.6,-6.8,-2.0,0.4,·,6.0,1,1,8.8,-0.3
O=C(COc1ccc(S(=O)(=O)N2CCCC2)cc1)NCC1CCCO1 (stereo unspecified),-11.3,-2.9,-8.1,0.5,-15.4,2.2,1,1.1,-4.9,-0.4

# An excerpt of these results, with bars between the fields:
molecule | TNAP inh noacc | TNAP inh hiacc | HMGR II inh | Redox H2O2 prof | S1P3 antag | RAM inhibit | PMI act hi M6P | PMI activator | L major viab | Hsp70 activator
Cc1cccc(C(=O)NCC(=O)OCC(=O)N2CCCCC2)c1 | 3.5 | 0.4 | -1.2 | -1.6 | -12.8 | 1.3 | 1 | 1.1 | -11.9 | 0.1
COC(=O)c1sc(-c2ccccc2)cc1NC(=O)c1ccc(F)cc1 | 1.7 | 4.1 | 2.2 | 0.5 | -0.8 | 2.8 | 0.9 | 0.8 | -5.4 | -0.5
Cn1cccc1C(C(=O)NC1CCCCC1)N(C(=O)Cc1cccs1)c1ccc2c(c1)OCO2 (stereo unspecified) | 4.1 | -5.2 | -7.0 | 3.2 | 10.1 | 2.5 | 1.1 | 1 | -1.9 | -0.5
Nc1ccc(OCc2ccccc2)cc1 | -6.0 | -2.4 | 1.0 | -0.6 | -20.3 | 4.8 | 0.8 | 0.9 | 1.0 | -0.2
